# Compound activity deposited in PubChem by National Center for Advancing Translational Sciences (NCATS).
# D2 antag: HTS Assay for Allosteric Antagonists of the Human D2 Dopamine Receptor: Primary Screen for Antagonists. actives 2% (n = 340,000). HEK293 TREx D2 cells, calcium flux, dopamine EC80. inhibition, % at 10 µM; in the data active = inhibition above about 30%; also: 0% is about no effect
#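 In this primary screen, negative modulation is detected by tracking calcium flux after an EC80 dopamine challenge in inducible HEK293 T-REx D2 cells preexposed to test compound for 180 s.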
# rTrxR1 inhibitor: qHTS Assay for Inhibitors of Mammalian Selenoprotein Thioredoxin Reductase 1 (TrxR1): qHTS; Thioredoxin reductase 1, cytoplasmic (Rattus norvegicus), O89049; recombinant rTrxR1, NADPH fluorescence consumption, selenite substrate; Potency, µM (titrated, usually from 114 µM), for the others: top-dose activity change, negative = inhibition, hits mostly inhibitors; actives 1% (n = 390,000); also: potency is read from the fitted curve at half-maximal effect; % is scaled to controls: 0 for no effect and ±100 for the full control effect; nearly all actives have a fitted effect of over 65% in size
# Target sequence (O89049 whole entry, looked up): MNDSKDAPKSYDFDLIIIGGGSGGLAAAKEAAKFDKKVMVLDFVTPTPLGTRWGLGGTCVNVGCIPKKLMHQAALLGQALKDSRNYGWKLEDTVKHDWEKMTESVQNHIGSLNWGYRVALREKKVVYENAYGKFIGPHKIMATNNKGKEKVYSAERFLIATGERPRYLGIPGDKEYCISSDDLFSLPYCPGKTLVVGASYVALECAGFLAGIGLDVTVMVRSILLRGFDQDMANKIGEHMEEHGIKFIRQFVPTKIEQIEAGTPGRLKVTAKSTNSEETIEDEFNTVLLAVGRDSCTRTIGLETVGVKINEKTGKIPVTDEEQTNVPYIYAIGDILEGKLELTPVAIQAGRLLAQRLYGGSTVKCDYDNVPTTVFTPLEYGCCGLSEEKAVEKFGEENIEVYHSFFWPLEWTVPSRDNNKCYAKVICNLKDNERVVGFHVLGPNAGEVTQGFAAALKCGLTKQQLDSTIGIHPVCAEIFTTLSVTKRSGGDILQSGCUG
#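 Rat TrxR1 (90 nM in the dispensed reagent) was pre-reduced with 400 uM NADPH for 5 min at room temperature, then incubated with compound for 15 min. After 400 uM selenite was added, NADPH fluorescence (Ex 340/Em 450 nm) was followed for 8 min.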
# USP1-UAF1 inh: Inhibitors of USP1/UAF1: Primary Screen | Ubiquitin carboxyl-terminal hydrolase 1 (Homo sapiens), O94782 | recombinant USP1/UAF1, Ub-Rhodamine cleavage fluorescence | Potency, µM (series often up to 57.1 µM), inactives show at the highest dose activity change, negative = inhibition, most hits filed as inhibitors | actives 0.23% (n = 390,000); also: potency is read from the fitted curve at half-maximal effect; % is scaled to controls: 0 for no effect and ±100 for the full control effect; nearly all actives have a fitted effect of over 60% in size; inactives centre near -12
#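 In this screen, compounds sit with the deubiquitinase complex (1nM) for 15 min at room temperature before Ub-Rho is added at 150nM final. Fluorescence rise is then followed for 6 reads every 60 seconds.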
# TrxR1 substrate: qHTS Assay for Substrates of Mammalian Selenoprotein Thioredoxin Reductase 1 (TrxR1): qHTS. Thioredoxin reductase 1, cytoplasmic (Rattus norvegicus), O89049. purified TrxR1 substrate turnover, NADPH consumption readout. Potency, µM (doses to about 114 µM), inactives show top-dose activity change, negative = substrate turnover. actives 0.01% (n = 390,000); also: potency is read from the fitted curve at half-maximal effect; % is scaled to controls: 0 for no effect and ±100 for the full control effect; nearly all actives have a fitted effect of over 50% in size
#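 Rat TrxR1, dispensed at 90 nM, was prereduced with 400 uM NADPH (final) for 5 min at ~22 deg C, then incubated with compound 15 min before 400 uM selenite. A first-read NADPH fluorescence drop versus no-compound background flagged substrates.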
# TRHR PAM: qHTS for Small Molecule Agonists and Allosteric Enhancers of Human TRH Receptor: Primary Screen for Enhancers | Thyrotropin-releasing hormone receptor (Homo sapiens), P34981 | TRHR cells, fluo-8 calcium fluorescence, EC20 TRH enhancement | enhancement, % at 2 µM | actives 0.66% (n = 360,000) | AID 493056, 2011; in the data active = enhancement above about 30%; also: 0% is about no effect
#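 Enhancer read-out: after compound pinning and an initial kinetic agonist-mode read, an EC20 of TRH (10 nM final) was injected and fluo-8 calcium signal (Ex 480/Em 530) followed at 1 s/cycle for 100 cycles in TRHR-expressing cells.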
# TRHR agonist: qHTS for Small Molecule Agonists and Allosteric Enhancers of Human TRH Receptor: Primary Screen for Agonists; activation, % at 2 µM; actives 0.18% (n = 360,000); TRHR cells, calcium flux fluo-8, FDSS agonist mode; Thyrotropin-releasing hormone receptor (Homo sapiens), P34981; in the data active = activation above about 30%; also: 0% is about no effect
#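 TRHR-expressing cells, plated overnight in medium with 10% serum, were loaded with fluo-8 calcium dye at room temperature. After a 10 s baseline, library compound was pin-added and calcium release was recorded kinetically (ex 480/em 530) as agonist response.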
# IDH1 R132H inh: qHTS for Inhibitors of mutant isocitrate dehydrogenase 1 (IDH1): qHTS. AID 602179, 2012. Isocitrate dehydrogenase [NADP] cytoplasmic (Homo sapiens), O75874. actives 0.093% (n = 390,000). IDH1-R132H enzyme, NADPH consumption, diaphorase/resazurin fluorescence. Potency, µM (doses to about 76.6 µM), without a hit: at the highest dose activity change, negative = inhibition, actives largely listed as inhibitors; also: potency is read from the fitted curve at half-maximal effect; % is scaled to controls: 0 for no effect and ±100 for the full control effect; nearly all actives have a fitted effect of over 65% in size
#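 IDH1-R132H (0.5 ug/mL dispensed) in pH 7.5 Tris buffer was preincubated 30 min with compound, then given a substrate mix of 0.016 mM NADPH and 2 mM alpha-KG for 80 min at room temperature; remaining NADPH was read by diaphorase/resazurin fluorescence.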
# D2 ag: HTS Assay for Allosteric Agonists of the Human D2 Dopamine Receptor: Primary Screen for Agonists. HEK293 T-REx D2 cells, calcium flux agonist mode. activation, % at 2 µM. actives 0.53% (n = 340,000);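 active = activation over 3 SD above normal in the single-dose calcium agonist read, cut at about 30% in these data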; also: 0% is about no effect
#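 Tetracycline-induced HEK293 Trex cells with D2 receptor force-coupled to calcium signaling, plated overnight at 30 C and loaded with no-wash calcium dye. Calcium flux read kinetically for 180 s after compound addition; responses flag agonists.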
# Pin1 inh: qHTS Assay to Find Inhibitors of Pin1; Pin1 FP peptide displacement, HiFluor488, 10 min; Potency, µM (doses to about 115 µM), for the others: at the highest dose activity, negative = inhibition, usual class: inhibitors; actives 0.009% (n = 390,000); AID 504891, 2011; active = well fitted inhibition curve with a large enough effect in the polarisation, with a control signal flat, not every such curve was filed as active; inconclusive = small, poorly fitted or top-dose-only effect, or effect the other way, or a change in a side signal; inactive = no such curve, though single readings can be large or run the other way; the % refers to the polarisation; also: potency is read from the fitted curve at half-maximal effect; % is scaled to controls: 0 for no effect and ±100 for the full control effect
# Target sequence (Q13526 whole entry, looked up): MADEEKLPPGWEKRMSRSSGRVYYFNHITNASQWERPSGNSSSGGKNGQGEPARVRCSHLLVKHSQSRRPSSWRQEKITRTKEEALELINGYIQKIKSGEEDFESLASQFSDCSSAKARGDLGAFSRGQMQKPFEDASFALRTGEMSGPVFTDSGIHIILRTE
# * hit, by the source's call; ? = inconclusive; nt = not tested or not shown; & = joins results of further samples; [ ] = remark or other dose. Unless noted, calls follow the shape of the dose curve; as a rule, active = well fitted inhibition curve with a large enough effect; inconclusive = small, poorly fitted or top-dose-only effect; inactive = no such curve, though single readings can be large or run the other way. Only part of the results is shown; rates above refer to the full screens.
SMILES,D2 antag,rTrxR1 inhibitor,USP1-UAF1 inh,TrxR1 substrate,TRHR PAM,TRHR agonist,IDH1 R132H inh,D2 ag,Pin1 inh
COc1ccc(Br)c(C(=O)OCC(=O)NC(=O)NC2CCCC2)c1,nt,17%,-28%,-4%,nt,nt,1%,nt,?
CN(CCCNC(=O)Cn1ncc2c([nH]c3ccccc32)c1=O)Cc1ccccc1,nt,-12%,?,3%,0,0.0,5%,-0.7,12%
CNC(=O)c1[nH]cnc1C(=O)Nc1ccccc1OC,-16,2%[11.4 µM],-7%,-8%[11.4 µM],-1,-0.4,3%,-0.5,0%
c1ccc(CN2CCN(CCOCCOc3ccc4c(c3)CCC4)CC2)cc1,-15,14%[57.1 µM],-14%,-6%[57.1 µM],3,-0.1,3%,0.2,-6%
CCC1CCCCN1CC(O)COCc1cccc(OC)c1 (stereo unspecified),-3,22%,-10%,2%,9,0.3,-5%,0.4,2%
Cc1cccc(C(=O)NC(=S)NNC(=O)COc2c(C)cccc2C)c1,-7,?,2%,-12%,8,8.4,7%,6.2,-15%
COc1ccc(-c2cc(=O)n(-c3ccc([N+](=O)[O-])cc3)[nH]2)cc1,7,?,-14%,-17%,-3,0.6,-5%,-0.4,?
Cc1cnc(C(=O)OCC(=O)Nc2cccc3ccccc23)cn1,nt,15%,-19%,1%,nt,nt,-7%,nt,-3%
O=C(NCCCN1CCN(c2ccccc2)CC1)c1nnc(Cc2ccc(F)cc2)o1,nt,2%,-12%,-7%,-2,-0.1,0%,0.2,-2%
CCCCCn1c(CNC(=O)c2ccc(F)cc2)nc2ccccc21,nt,-10%,-30%,-9%,-8,1.9,9%,nt,0%
CCOc1ccc(CSc2nc(C)cc(COC)c2C#N)cc1OCC,4,18%,-25%,-3%,3,0.1,5%,-0.2,9%
COc1ccccc1-c1n[nH]c(=S)n1Cc1ccco1,-1,nt,nt,nt,-1,-0.9,nt,-1.2,nt
Cc1ccc(C(=O)c2ccccc2C(=O)OCC(=O)N2C(C)CCCC2C)cc1 (stereo unspecified),-19,3%,-13%,1%,6,-0.6,14%,-0.6,2%
CCOC(=O)CCN(c1ccccc1)S(=O)(=O)c1cc(-c2cc(C)no2)ccc1C,nt,5%[57.1 µM],-20%,-6%[57.1 µM],0,0.3,6%,0.8,1%
OCC1(Cc2cccc(F)c2)CCN(Cc2cccc3nccnc23)CC1,-19,22%,-14%,1%,7,0.0,6%,0.8,-2%
COc1ccc(C(=O)NNC(=O)c2ccc(C)cc2)cc1S(=O)(=O)N1CCCC1,0,8%[57.1 µM],-16%,-5%,6,0.1,-4%,-1.8,-4%
Cc1cc(C)n2nc(SCN3C(=O)c4ccccc4C3=O)nc2n1,-7,-17%[57.1 µM],4%,-1%[57.1 µM],-10,-2.7,-6%,-0.3,?
CN(C)c1ccc(/C=C(\NC(=O)c2ccccc2)C(=O)NCc2ccncc2)cc1,-25,-15%,1%,-14%,9,0.0,-5%,-0.6,8%
COC(=O)c1ccc(COC(=O)c2ccc(SC)cc2OC)cc1,1,4%,-25%,-2%,-8,1.0,-12%,0.1,?
Cc1ccc(N=Cc2c(O)c3ccccc3oc2=O)cc1F,-8,25%,-22%,10%,-4,-0.1,-3%,-1.1,0%
CC(=O)N(CCCCl)C(C#N)c1ccccc1 (stereo unspecified),-9,21%,-26%,10%,0,-0.4,2%,1.7,-4%
O=C1N=C(N2CCOCC2)S/C1=C1\C(=O)N(Cc2ccccc2)c2ccc(Br)cc21,13,nt,nt,nt,-8,-0.3,nt,0.0,nt
Cc1cc(N=Cc2cc(Br)ccc2O)no1,6,19%,-12%,9%[57.1 µM],-2,1.2,0%,0.4,-4%
N#Cc1cc2cc3c(cc2nc1SCC(=O)N1CCCC1)OCCO3,nt,-23%,-13%,?,-9,-0.9,-3%,nt,0%
CCN(CC)CCNC(=O)c1nn(C)c2c1CS(=O)(=O)c1ccccc1-2,nt,20%,-20%,2%,-3,-0.7,41%[activator],0.8,-5%
O=C(CSc1ccc(-c2cccnc2)nn1)Nc1ccccc1C(F)(F)F,18,7%,-14%,-1%,3,-0.8,5%,-0.8,7%
Cc1ccccc1N1C(=O)C(Cc2ccc(F)cc2)S/C1=C(\C#N)C(N)=O (stereo unspecified),-2,5%[57.1 µM],-21%,2%[57.1 µM],-1,-0.2,-5%,0.7,?
COc1ccc(NC(=O)CCS(=O)(=O)c2ccc3c(c2)oc(=O)n3C)cc1OC,-22,2%,-17%&-10%,4%,15&2,0.6&0.3,-11%&2%,-0.4,1%&-3%
Cc1ccc(C(C)C)c(OCCOCCN2CCNCC2)c1,nt,5%,-4%,7%,nt,nt,2%,nt,3%
COc1cccc(Oc2nc(-c3ccccc3O)nc3ccccc23)c1,43*,-9%,-2%,-7%,12,-0.7,3%,-0.6,-7%
COc1cc(C(=O)NCc2cn3ccccc3n2)cc(OC)c1OC,1,20%,2%,5%,4,0.2,3%,0.8,-11%
COc1cc(NC(=O)CC2C(=O)N(c3cccc(C)c3)C(=O)N2Cc2ccco2)cc(OC)c1 (stereo unspecified),nt,-17%,7%,-6%,1,0.0,19%,-0.4,4%
O=C1CCC([N+](=O)[O-])C(c2ccccc2Cl)N1 (stereo unspecified),5,17%,-11%,7%,-1,0.2,3%,0.0,-8%
COC(CNC(=O)c1ccc2c(c1)ncn2-c1ccc(F)cc1F)OC,7,25%,-10%,-2%,15,-0.3,-5%,-1.8,-10%
CCSc1nnc(NC(=O)C2CCN(C(=O)c3ccc(F)cc3)CC2)s1,nt,12%,-11%,-2%,nt,nt,8%,nt,-7%
C(=C\c1ccccc1)/C=N/N1CCN(c2ccccn2)CC1,-7,8%,2%,0%,1,-1.3,1%,-0.5,6%
O=C(Nc1cccnc1)c1ccc([N+](=O)[O-])s1,14,?,?,-8%,2,-0.8,14%,-1.2,0%
C/C=C/c1ccc(OCC(=O)Nc2ccc(OC)c(OC)c2)c(OC)c1,4,22%[11.4 µM],-16%,-3%[57.1 µM],1,-0.6,-2%,0.6,-4%
COc1ccc(S(=O)(=O)Nc2ccc3c(c2)C(=O)N([C@H](C)CO)C[C@H](C)[C@@H](CN(C)S(=O)(=O)c2ccc(OC)cc2)O3)cc1,nt,11%,-10%,-1%,nt,nt,5%[38.3 µM],nt,5%
CSc1ccc(/C=C/C(=O)OCC(=O)NCC2CCCO2)cc1 (stereo unspecified),-10,-2%,-25%,87%[activator],6,0.5,-2%,0.2,1%
CCn1c(=O)cc(SCC(=O)NCc2ccccc2OC)c2ccccc21,nt,27%,?,7%,-1,-0.1,16%,2.0,5%
COc1ccccc1NC(=O)C(C)NC(c1ccccc1)c1ccccc1 (stereo unspecified),-28,?,-10%,-9%,6,-0.2,1%,-1.4,0%
Cc1ccc(C(=O)C(C)OC(=O)CN2C(=O)NC3(CCCC3)C2=O)cc1 (stereo unspecified),-11,-39%[57.1 µM],-12%,17%[57.1 µM],3,0.0,5%,-0.7,-1%
O=C(CSc1nnc(SCc2cccc3ccccc23)s1)Nc1ccc(C(=O)O)cc1,4,26%[57.1 µM],-5%,4%[57.1 µM],-7,0.2,-7%,-0.6,-24%
CCc1ccccc1NC(=O)c1cc(S(=O)(=O)N2CCc3ccccc32)ccc1F,nt,3%[57.1 µM],-27%,-2%[57.1 µM],-2,0.0,-2%,nt,9%
CC(CNC(=O)c1ccc(CSc2nc3ccncc3n2Cc2cccc(F)c2)cc1)c1ccccc1 (stereo unspecified),nt,20%,-38%,-4%,0,0.9,-8%,0.6,?
COC(=O)/C(C#N)=C/c1c(N2CCN(c3ccc(OC)cc3)CC2)nc2c(C)cccn2c1=O,16,13%,-16%,-7%,-3,0.3,-6%,1.1,5%
CC(=O)c1ccc2c(c1)Cc1cc(C(C)=O)ccc1-2,nt,-8%,-2%,-8%,-3,0.1,1%,nt,-3%
CC1(C)NC(=O)N(CCCCOc2cccc(C(F)(F)F)c2)C1=O,2,17%,-2%,-9%,-1,-0.2,3%,-0.1,0%
